TAG inh = inhibitors of triacylglycerol accumulation, primary screen, cell-based, uHTS, fluorescence, H9c2; H9c2 cells, Nile Red lipid (TAG) fluorescence; cells loaded with 200 µM oleic acid; inhibition, % at 12.5 µM; hit rate 0.66% among 230,000; AID 651582, 2012;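 active = pattern-corrected inhibition of lipid staining of at least 50% with the nuclear-stain viability signal not falling by more than 50%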;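 note: 0% = DMSO wells and 100% = triacsin C control wells; some results filed as inactive read as strong as hits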
TAG inh DAPI viability = further read-out of TAG inh, marked with its call; DAPI nuclei signal change (viability), lower = more cytotoxic, %;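 whole-well DAPI fluorescence read on a plate reader as a viability signal; minus 50 percent equals half of cells still viable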
* = called active by the depositor. Only part of the results is shown (hit frequency here may not be typical).

SMILES	TAG inh	TAG inh DAPI viability
COc1ccc(S(=O)(=O)NC(C)C(=O)Nc2ccccc2F)cc1 (stereo not given)	-9	-3
Cc1ccc(S(=O)(=O)N(CC(=O)Nc2cccc([N+](=O)[O-])c2)C2CCCCC2)cc1	1	-14
COc1ccccc1C1C(C(=O)c2sc(C)nc2C)=C(O)C(=O)N1CCN1CCOCC1 (stereo not given)	-5	3
Cc1ccc(-c2nc(SCC(=O)NCC3CCCO3)c(-c3ccccc3)[nH]2)cc1 (stereo not given)	20	-4
C[C@@H]1NC(=O)c2cc([N+](=O)[O-])cc(F)c2NCCC[C@@H](C(N)=O)NC(=O)[C@H](CC(N)=O)NC1=O	2	-1
CC(=O)c1c(C)[nH]c(C(=O)Nc2cccc(C)n2)c1C	8	2
O=C(CN1C(=O)NC2(CCCC2)C1=O)NNC(=O)c1ccc(Br)cc1	-2	7
CCN(CC)c1ccc(C(=O)NNC(=O)C2CSC3(C)CCC(=O)N23)cc1 (stereo not given)	8	3
CC(=O)Nc1ccc(NC(=O)C(C)OC(=O)c2ccc(C)s2)cc1 (stereo not given)	2	-11
COc1ccc(NC(=O)CSc2nc3[nH]ncc3c(=O)[nH]2)cc1OC	-1	-1
CCN1CCCC1CNCC(=O)Nc1ccc(OC(F)(F)F)cc1 (stereo not given)	3	6
CCCCC(=O)Nc1nc2c(s1)COc1ccccc1-2	11	-1
c1ccc(Cn2ncc3c(N4CCCCC4)ncnc32)cc1	-4	-8
O=C(c1ccc(COc2ccccc2Cl)o1)N1CCN(Cc2ccc3c(c2)OCO3)CC1	1	1
COc1cccc(C(=O)Nc2ccncc2)c1OC	-25	6
CCOC(=O)[C@@H]1[C@H]2COc3ccc(Br)cc3[C@H]2N2C(=O)N(c3cccc(F)c3)C(=O)[C@]12C	2	5
Cc1nn(-c2ccccc2)c(Cl)c1C(=O)NCCN(C)C	3	-3
Cc1c(Cl)c(C(F)(F)F)nn1CC(=O)NCc1ccco1	-22	14
COc1ccc(NS(=O)(=O)c2ccc(C)c(C(=O)NCc3ccccc3CN3CCCC3)c2)cc1	-8	20
O=C(COC(=O)CNC(=O)C1CCCCC1)Nc1ccccc1OC(F)F	10	-1
CCN(CC)C(=O)[C@H]1CC(CC(=O)NCc2ccco2)C(=O)N2CCc3c([nH]c4ccccc34)[C@]12C (stereo not given in full)	-9	-5
C=CCC[C@@H](Cc1ccc(F)cc1)C(=O)OC[C@H](Cc1c[nH]c2ccccc12)NC(=O)[C@H](CC=C)CC(=O)N(CCO)Cc1ccccc1	22	-3
COc1ccc(NCc2nnc(SCC#N)n2-c2ccccc2OC)cc1	-5	-15
O=C1C[C@H](c2ccc(O)cc2)Oc2cc(O[C@@H]3O[C@H](CO)[C@@H](O)[C@H](O)[C@H]3O)cc(O[C@@H]3O[C@H](CO)[C@@H](O)[C@H](O)[C@H]3O)c21	16	4
CC(C)(NS(=O)(=O)OCC(Cl)(Cl)Cl)c1ccccc1	-8	73
CCO[C@H]1OC(C(=O)NCc2ccccc2)=C[C@@H](c2ccc3c(c2)OCO3)[C@@H]1CCCO	37	-15
O=C(Cc1cccc(C(F)(F)F)c1)NCC(c1ccco1)N1CCCCC1 (stereo not given)	-17	3
CN(C)c1c(F)cc(-c2nn[nH]n2)cc1F	6	-5
CC(C)S(=O)(=O)NC(=O)C1(C)CCN1C(=O)Cc1ccccc1 (stereo not given)	7	-1
COc1ccc(NCC(=O)N/N=C/c2c(C)nn(Cc3ccccc3)c2Cl)cc1	6	-2
CCOc1cc(CNC2CCCC2)cc(Cl)c1OCc1ccccc1	15	9
O=C(c1ccc(-c2cc(Cl)ccc2Cl)o1)N1CCOCC1	6	0
Cc1cccc(NC(=O)CN2CCN(C(=O)C3CCN(C(=O)/C=C/c4ccccc4)CC3)CC2)c1C	-2	-3
CC(=O)Nc1ccc(NC(=O)C(C)Sc2nnc(C3CC3)n2-c2ccccc2)cc1 (stereo not given)	-8	-13
CCCn1nc2cc(C(=O)NC3CCCc4ccccc43)ccc2c1OCC (stereo not given)	4	19
COc1ccc(C2N(c3ccc(OC)cc3)C(=O)C3CCCN32)cc1 (stereo not given)	5	-2
COc1ccc(OC)c(C2=Nn3c(nnc3C3CCCCC3)SC2)c1	10	-5
O=C(O)c1cccc2c1C(=O)c1ccc(-c3ccc(OC(F)(F)F)cc3)cc1S2(=O)=O	11	3
Cc1ccc(S(=O)(=O)N(C)C)cc1NC(=O)c1cccs1	-7	-3
O=S(=O)(NCC(c1cccnc1)N1CCN(Cc2ccccc2)CC1)c1cc(F)ccc1F (stereo not given)	-3	3
Cc1cc(NC(=O)CCC(=O)N(CC(=O)NCC2CCCO2)c2ccc3c(c2)OCCO3)no1 (stereo not given)	3	4
COc1cc2c(cc1NC(=O)C(C)Sc1ccc(NC(C)=O)cc1)oc1ccccc12 (stereo not given)	33	10
CCCS(=O)(=O)NC(=O)C1(C)CCCN(C(=O)c2cc3ccccc3s2)C1 (stereo not given)	4	-2
O=C(CSc1nccc(=O)[nH]1)NC1CCCCCC1	3	7
O=C(Nc1cccc(S(=O)(=O)NC2=NCCCCC2)c1)c1cc(-c2ccco2)nc2ccccc12	15	-1
CCCc1c(C)nn(-c2ncccc2[N+](=O)[O-])c1C	-10	-5
COC(=O)Nc1nnc(SCc2ccc(C)cc2)s1	2	-19
CCOC(=O)c1c(NC(=O)CSc2nnc3c(n2)[nH]c2ccccc23)sc2c1CCN(C)C2	5	2
C[C@]12c3[nH]c4ccc(Cl)cc4c3CCN1C(=O)[C@@H](CC(=O)NCCc1ccccn1)C[C@@H]2C(=O)N1CCCCC1	21	-7
Cc1ccc(OCC(=O)Nc2cccc(-c3nnc(-c4ccccc4)o3)c2)c(C)c1	32	-7
O=C(Nc1ncc(C(F)(F)F)cc1Cl)c1ccc(S(=O)(=O)N2CCOCC2)cc1	12	9
Cc1ccc(NC(=O)c2ncn(CC(=O)NCc3nc4ccccc4[nH]3)n2)cc1C	7	-7
O=c1cc2c(nn1Cc1cccc([N+](=O)[O-])c1)-c1ccccc1CC2	29	-12
CN(Cc1c(C(=O)N/N=C/c2c(F)cccc2Cl)nnn1-c1nonc1N)C1CCCCC1	-15	3
Cc1nc(-c2ccccc2)sc1C(=O)CSc1ccc(Cl)cc1	-5	-6
CC(=O)Nc1ccccc1OC(C)C(=O)N1CCC(C)CC1 (stereo not given)	-34	11
COc1ccc(C(=O)N2CCOC2CNC(=O)C(=O)NCc2ccccc2Cl)cc1 (stereo not given)	14	0
COc1ccccc1CNC(=O)C1CCCN(S(=O)(=O)c2ccc3c(c2)C(C)(C)C(=O)N3C)C1 (stereo not given)	-18	0
COc1ccc(-c2nnn3c2nc(NCc2ccccc2)c2ccccc23)cc1	-18	96
Cc1ccc(-c2cc(C(=O)N3CCN(c4ccc(F)cc4)CC3)c3ccccc3n2)o1	-3	17
More structures
SMILES	TAG inh	TAG inh DAPI viability
CC(=O)Nc1ccc(NC(=O)C(C)OC(=O)c2cc(S(=O)(=O)N3CCOCC3)ccc2Cl)cc1 (stereo not given)	1	0
O=C(Nc1ccccc1F)c1ccc2sc([C@@H]3O[C@H](CO)[C@H](O)[C@H](O)[C@H]3O)nc2c1	-1	2
COc1ccc(CN(C)C[C@@H]2OCCCC[C@@H](C)Oc3ccc(N(C)C)cc3C(=O)N([C@H](C)CO)C[C@@H]2C)cc1	16	9
Cc1ccc(N=Cc2ccccc2O)cc1Cl	-4	8
CSc1nc(N)nc2c1ncn2C1OC(CO)C(O)C1O (stereo not given)	-12	1
CC(=O)c1ccc(NC(=O)CN2C(=O)NC3(CCCc4ccccc43)C2=O)cc1 (stereo not given)	-9	0
C#CCOCCOCCOCCNc1nc(N2CCN(C(=O)[C@H](CCCCN)n3cc([C@@H](N)CO)nn3)CC2)nc(N2CCN(C(=O)[C@H](CCCCN)n3cc([C@@H](N)CC(C)C)nn3)CC2)n1	70*	-35*
O=C(NCCN1CCOCC1)c1ccc(Cl)c(S(=O)(=O)N2CCCC2)c1	6	5
Cc1cc(C)c(NC(=O)COC(=O)C2CCC(=O)N2)c(C)c1 (stereo not given)	-14	1
CCOC1CCCC(n2cnc3c(=S)nc[nH]c32)O1 (stereo not given)	-3	6
C[C@@H]1C=C(C(=O)O)O[C@H](OCc2ccc(CO)cc2)C1	-18	-3
c1ccc2[nH]c(SCc3ccc(-c4nnco4)cc3)nc2c1	-12	-4
Cc1ccc(-n2nc3c(c2NC(=O)c2cc4ccccc4o2)CS(=O)(=O)C3)cc1	-11	1
O=C(O)CN(c1ccccc1)C1SC(=O)NC1=O (stereo not given)	-1	-3
O=C(COC(=O)c1cc2ccccc2cc1O)Nc1ccccc1F	-24	-9
O=C(NCC1(c2ccccc2)CCOCC1)c1cccs1	0	3
CCc1nc2ccc(C(=O)N3CCN(C)CC3)cn2c1N(C)CCCc1ccccc1	-1	4
NC(=O)CSc1oc(-c2ccco2)nc1S(=O)(=O)c1ccccc1	1	12
Cc1sc2nc(C3CC3)nc(SCC(=O)N3c4ccccc4CC3C)c2c1C (stereo not given)	-51	-2
COc1ccc(NC(=O)c2ccccc2Sc2ccc(NC(C)=O)nc2)cc1	-17	16
Cc1noc(NS(=O)(=O)c2ccc(NC(=O)/C=C/c3ccc(Cl)cc3Cl)cc2)c1C	1	3
Cc1nc(SC(C)C(=O)NC2CCCC2)c2ccccc2n1 (stereo not given)	-30	11
O=C(/C=C/c1ccccc1)Nc1ccc(Br)cn1	36	-21
Cc1ccccc1NC(=O)CSc1ccc(-c2cccnc2)nn1	2	-4
O=c1c2ccccc2sn1-c1ccccc1F	17	3
CCOc1ccc(NC(=O)c2ccc(F)c(S(=O)(=O)N3CCCC3)c2)cc1	-15	9
Oc1ccccc1N1CCN(C(=S)NCc2ccccc2)CC1	-18	14
O=C(COC(=O)c1ccccc1-c1ccccc1[N+](=O)[O-])c1ccccc1	-31	-6
CS(=O)(=O)Nc1ccc(N2CCN(c3ccc(C(F)(F)F)cn3)CC2)nc1	0	-5
Cc1nn(-c2ccc(Cl)cc2Cl)c(C)c1C(=O)O	-1	-7
Cc1ccc(S(=O)(=O)NC(CC(N)=O)C(=O)O)cc1 (stereo not given)	-5	15
COc1ccccc1C1(CCNC(C)c2cccs2)CCOC(C(C)C)C1 (stereo not given)	17	-4
CCOc1ccccc1NC(=O)C1C2C=CC(O2)C1C(=O)O (stereo not given)	6	0
CCOC(=O)c1c(CC(C)C)csc1NC(C)=O	14	0
O=C(COC(=O)Cn1cnc2ccccc2c1=O)NCc1ccccc1	0	5
Cc1ccc(N(C(=O)Cn2nnc3ccccc32)C(C(=O)NCc2ccco2)c2ccc(C)o2)cc1 (stereo not given)	14	6
O=C(NCc1cccnc1)C(=O)NCC1OCCN1S(=O)(=O)c1ccc(F)cc1 (stereo not given)	-17	4
CC1CCc2nn(CC(=O)NCCN3CCCCC3C)cc2C1 (stereo not given)	-9	-4
O=C(N/N=C/c1ccncc1)c1ccc2c(c1)OCO2	2	0
O=C(COc1ccccc1)Nc1cc2c3c(c1)CC(=O)N3CCC2	4	-6
COc1cc(OC)cc(C(=O)NNC(=O)c2ccc3ccccc3n2)c1	-7	-15
c1ccc(-c2csc3ncn4nnnc4c23)cc1	-17	-5
Cc1cc(Br)ccc1NC(=O)CN(C)C(=O)CCSc1ccc(F)cc1	-36	9
CC1(C)NC(=O)N(CCOc2ccc([N+](=O)[O-])cc2)C1=O	-9	8
CC(=O)c1cccc(NC(=O)N2CCCC2C(=O)NCCC(C)C)c1 (stereo not given)	14	-3
Cc1cccnc1NC(=O)CN1C(=O)c2ccccc2S1(=O)=O	12	-3
O=c1[nH]cc(N=Cc2cc(Cl)cc(Cl)c2O)c(=O)[nH]1	4	-7
O=C(CCS(=O)(=O)c1ccccc1)Nc1ccc2c(c1)C(=O)NC2=O	-3	10

Quoted from above, 21 compounds:
SMILES	TAG inh	TAG inh DAPI viability
CCOc1ccc(NC(=O)c2ccc(F)c(S(=O)(=O)N3CCCC3)c2)cc1	-15	9
Oc1ccccc1N1CCN(C(=S)NCc2ccccc2)CC1	-18	14
O=C(COC(=O)c1ccccc1-c1ccccc1[N+](=O)[O-])c1ccccc1	-31	-6
CS(=O)(=O)Nc1ccc(N2CCN(c3ccc(C(F)(F)F)cn3)CC2)nc1	0	-5
Cc1nn(-c2ccc(Cl)cc2Cl)c(C)c1C(=O)O	-1	-7
Cc1ccc(S(=O)(=O)NC(CC(N)=O)C(=O)O)cc1 (stereo not given)	-5	15
COc1ccccc1C1(CCNC(C)c2cccs2)CCOC(C(C)C)C1 (stereo not given)	17	-4
CCOc1ccccc1NC(=O)C1C2C=CC(O2)C1C(=O)O (stereo not given)	6	0
CCOC(=O)c1c(CC(C)C)csc1NC(C)=O	14	0
O=C(COC(=O)Cn1cnc2ccccc2c1=O)NCc1ccccc1	0	5
Cc1ccc(N(C(=O)Cn2nnc3ccccc32)C(C(=O)NCc2ccco2)c2ccc(C)o2)cc1 (stereo not given)	14	6
O=C(NCc1cccnc1)C(=O)NCC1OCCN1S(=O)(=O)c1ccc(F)cc1 (stereo not given)	-17	4
CC1CCc2nn(CC(=O)NCCN3CCCCC3C)cc2C1 (stereo not given)	-9	-4
O=C(N/N=C/c1ccncc1)c1ccc2c(c1)OCO2	2	0
O=C(COc1ccccc1)Nc1cc2c3c(c1)CC(=O)N3CCC2	4	-6
COc1cc(OC)cc(C(=O)NNC(=O)c2ccc3ccccc3n2)c1	-7	-15
c1ccc(-c2csc3ncn4nnnc4c23)cc1	-17	-5
Cc1cc(Br)ccc1NC(=O)CN(C)C(=O)CCSc1ccc(F)cc1	-36	9
CC1(C)NC(=O)N(CCOc2ccc([N+](=O)[O-])cc2)C1=O	-9	8
CC(=O)c1cccc(NC(=O)N2CCCC2C(=O)NCCC(C)C)c1 (stereo not given)	14	-3
Cc1cccnc1NC(=O)CN1C(=O)c2ccccc2S1(=O)=O	12	-3
